Screens deposited in PubChem by Broad Institute.
S100A4 MyoIIA – inhibitors of human S100A4 binding to myosin IIA peptide. actives 0.14% (n = 360,000). P26447. inhibition, % at 10.7 µM. AID 652163. S100A4/TAMRA-MyoIIA peptide fluorescence polarization;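 active = mean inhibition of at least 70% across replicates, with every replicate also reaching that level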
Target sequence (P26447 whole entry, looked up): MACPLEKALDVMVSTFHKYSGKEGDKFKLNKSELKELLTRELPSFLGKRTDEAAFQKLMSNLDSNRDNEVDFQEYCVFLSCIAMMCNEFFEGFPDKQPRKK
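Material: S100A4 monomer (human). Medium: Calcium-containing HEPES buffer, pH 7.2. Probe or stimulus: labelled myosin peptide probe, 5 nM. Compound dosing: one concentration per compound. Timing: polarization read 5 min after assay mix addition, stable 5–60 min. Benchmarks: DMSO as neutral control, TFP as positive control.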
esBAF inh – blocks esBAF chromatin remodeling in mouse ES cells. actives 2% (n = 350,000). Bmi1-luciferase knock-in reporter, 24 h; 100% = twice the neutral-well signal. reporter increase, % at 12.5 µM. AID 602393; in the data active = activation above about 40%;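 also: 0% = median of the plate's neutral control wells and 100% = double that signal; a rise in the Bmi1 reporter signal indicates esBAF inhibition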
SIRT5 block – sirtuin-5 (human) deacylase inhibition. Q9NXA8. Purified SirT5, succinyl-peptide AMC, trypsin-coupled fluorescence. inhibition, % at 15 µM. actives 1.1% (n = 330,000). AID 652115; in the data active = inhibition above about 15%
Target sequence (Q9NXA8 whole entry, looked up): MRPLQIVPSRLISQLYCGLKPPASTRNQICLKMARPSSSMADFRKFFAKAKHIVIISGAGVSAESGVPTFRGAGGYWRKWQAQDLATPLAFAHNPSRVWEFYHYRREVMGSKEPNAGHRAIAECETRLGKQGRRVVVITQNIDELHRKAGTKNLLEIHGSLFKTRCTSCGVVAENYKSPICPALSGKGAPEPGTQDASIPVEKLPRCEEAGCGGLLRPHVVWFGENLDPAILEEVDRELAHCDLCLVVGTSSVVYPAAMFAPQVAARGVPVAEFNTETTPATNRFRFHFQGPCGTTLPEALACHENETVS
FN deposition inh – fibronectin deposition inhibition; AH1F fibroblasts, Alexa488-fibronectin deposition fluorescence, overnight; inhibition, % at 12.6 µM; actives 0.086% (n = 350,000); AID 743247;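 active = mean inhibition across replicates of 30% or more, regardless of how many single replicates reach that level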;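 also: positive control wells lacked labelled fibronectin entirely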
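Assay system: AH1F fibroblast monolayer, labelled fibronectin deposition. Amount: 10000 cells per well. Also added: labelled fibronectin 24 nM. Compound: single-point pinned compound. Incubation: cell attachment 1 h, compound and FN exposure overnight. Detection: fluorescence after three HBSS washes, excitation 485 nm, emission 525 nm. Read-out: inhibition of fibronectin deposition signal.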
CASP6 VEID inh – caspase-6 (human) enzyme inhibition. AID 686996. P55212. purified caspase-6, Z-VEID-R110 cleavage fluorescence. inhibition, % at 12.5 µM. actives 0.53% (n = 350,000);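 active = mean inhibition across replicates at least about 35%, with every replicate also reaching that limit, limit read from the data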;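 also: 0% = median of neutral control wells and 100% = no fluorescence left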
Target sequence (P55212 24-179 limits assumed): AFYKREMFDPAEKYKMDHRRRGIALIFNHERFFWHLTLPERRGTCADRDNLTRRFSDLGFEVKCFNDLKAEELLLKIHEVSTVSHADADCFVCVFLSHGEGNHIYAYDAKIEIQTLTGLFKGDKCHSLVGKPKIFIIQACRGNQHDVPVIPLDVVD
Target sequence (P55212 194-293 limits assumed): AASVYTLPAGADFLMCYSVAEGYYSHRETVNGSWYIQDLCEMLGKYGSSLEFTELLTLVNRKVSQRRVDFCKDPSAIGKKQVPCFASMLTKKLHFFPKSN
Statin myotox sup – suppression of simvastatin myotoxicity; rescue of ATP level, % at 7.49 µM; AID 602340; actives 0.78% (n = 330,000); C2C12 myotubes + simvastatin, ATP luminescence, 48 h; scaled: DMSO 0, geranylgeraniol control 100;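 active = mean ATP rescue above about 67%, or every replicate alone reaching that limit, limit read from the data, passing the limit was not always enough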;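 also: myotubes were challenged with 10 µM simvastatin during compound exposure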
LGR2 antag – Drosophila LGR2 receptor signaling inhibition. HEK293 LGR2, CRE-luciferase, bursicon-stimulated, 4 h. inhibition, % at 9.99 µM. actives 0.35% (n = 380,000);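 active = drop in luminescence signal, shown as inhibition above about 50% in the replicate tests, limit read from the data, passing the limit was not always enough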;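 also: agonist challenge used bursicon conditioned medium at about half maximal strength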
* marks the source's active call; other numbers are inactive results; . = not tested or not shown; & = joins results of further samples. These rows are one share of the data, so the mix of outcomes need not match the whole.

SMILES	S100A4 MyoIIA	esBAF inh	SIRT5 block	FN deposition inh	CASP6 VEID inh	Statin myotox sup	LGR2 antag
CC(=O)OC1N=C(c2ccccc2Cl)c2cc(Br)ccc2N(C)C1=O (stereo not given)	-14	4	-4	-1	0	25	12
CCOc1c(Cl)cc(CNC(C)C(O)c2ccccc2)cc1OC (stereo not given)	4	-2	-3	2	-2	6	-3
O=C(N/N=C/c1c(O)n(Cc2ccc(F)cc2)c(=O)[nH]c1=O)c1ccccc1O	6	.	8	7	5	.	.
NC(Cc1ccccc1)c1nn[nH]n1 (stereo not given)	-18	.	.	3	-2	9	12
O=C(Cc1ccccn1)N1CCCCN2[C@H](C1)[C@H](c1ccc(-c3ccccc3)cc1)[C@@H]2CO	8	.	-3	.	1	.	13
Cc1nc2ccc(Cl)cc2c(=O)n1-c1ccccc1Cl	-1	-10	-1	4	-1	-12	7
CCC(=NCc1cccnc1)c1c(O)n(-c2ccc(C)cc2)c(=O)[nH]c1=O	0	.	-4	0	-2	.	8
C#CCOc1cc(C2C3=C(COC3=O)Nc3cc4c(cc32)OCO4)ccc1OC (stereo not given)	0	.	.	-9	3	.	-31
C[C@@H]1CN([C@H](C)CO)C(=O)c2c(c3ccccc3n2C)-c2ccccc2CO[C@H]1CN(C)C(=O)Oc1ccccc1	7	.	2	-7	1	.	17
CCC(=NCCCn1ccnc1)c1c(O)n(-c2ccccc2)c(=O)[nH]c1=O	-16	.	4	5	-4	.	-7
CCOc1ccc(N2C(=O)CC(=O)NC2=O)cc1	-5	1	0	1	0	-9	4
CCN1CCN(c2cc(N3CCCC3)c([N+](=O)[O-])cc2F)CC1	1	0	3	3	-6	-5	.
Cc1cccc(C(O)(C(=O)O)c2ccccc2)c1 (stereo not given)	-2	.	1	.	0	.	8
COC(=O)[C@H]1[C@H](CO)[C@H]2Cn3c(ccc(C4=CCCC4)c3=O)[C@@H]1N2S(=O)(=O)c1cn(C)cn1	10	0	-13	.	-1	-19	8
CC12CN3CC(C)(CN(C1)C3c1cccnc1)C2=O (stereo not given)	-9	-1	.	0	.	123*	.
O=C1NC(=O)N(CCC2=CCCCC2)C(=O)/C1=C\c1cccs1	7	0	4	2	37*	-6	.
COc1ccc(-c2cc(=O)oc3c(C)c(OC(C)C(=O)N4C[C@H]5C[C@@H](C4)c4cccc(=O)n4C5)ccc23)cc1 (stereo not given in full)	-2	-16	7	.	0	-100	-10
CC(C)c1ccc(O)c(CN2CCN(c3ccccc3)CC2)c1	.	-2	.	-4	.	-19	.
C[C@@H]1CC[C@H]2[C@@H](C)C(=O)O[C@@H]3O[C@@]4(C)CC[C@@H]1[C@]32OO4	2	3	-3	.	-3	-20	4
CCOc1ccc(C=C2C(=O)NC(=S)NC2=O)cc1OCC	-9	-10	.	4	4	-4	-4
C=C(CC1CC(O)[C@]2(C)OC3CC4OC5C[C@]6(C)O[C@]7(C)CCC8OC9C[C@]%10(C)OC%11C(C)=CC(=O)OC%11CC%10OC9C[C@@H](C)C8OC7CC6O[C@]5(C)C/C=C\C4OC3CC2O1)C(=O)O (stereo not given in full)	-8	6	-7	-13	-2	7	3
O=C1CN=C(c2ccc(F)cc2)c2oc3ccccc3c2N1	1	.	1	-2	-6	.	16
CC(=O)Nc1ccccc1C(=O)OCc1ccc(F)cc1	3	.	3	-7	2	.	-56
Cc1cccc(N2C(=O)NC(=O)/C(=C\c3ccc4c(c3)CCCN4Cc3ccccc3)C2=O)c1	.	-4	.	7	.	11	10
N/C(=N\[N+](=O)[O-])N1CCN(C(=O)Oc2ccccc2)CC1	-5	-5	-4	10	-2	8	7
Fc1ccc(N2CCN(Cc3cc4c(cc3Br)OCO4)CC2)cc1	-12	-4	-3	10	1	-14	2
C[C@@H]1O[C@@H](O[C@H]2C[C@@H](O)[C@]3(CO)[C@H]4[C@H](O)C[C@]5(C)[C@@H](C6=CC(=O)OC6)CC[C@]5(O)[C@@H]4CC[C@]3(O)C2)[C@H](O)[C@H](O)[C@H]1O	-6	4&-5	.	.	.	2	.
CC(C)NS(=O)(=O)c1ccc(OCC(=O)N2CCN(C)CC2)cc1	-4	-2	-4	4	-1	-3	8
CN1C(=O)C(=Cc2ccc(Sc3ccccc3)o2)C(=O)N(C)C1=S	-60	.	11	4	24	.	7
COC(=NC1CCCC1)C(O)c1c[nH]c2ccccc12 (stereo not given)	.	-9	.	-6	.	9	.
O=C(CCc1ccccc1)N1Cc2cc(-c3cccc(F)c3)ccc2-n2nncc2C1	-1	-3	-3	8	3	10	-4
COc1ccc(N2C(=O)NC(=O)/C(=C/c3ccc(N4CCOCC4)cc3)C2=O)cc1	-2	.	1	-2	1	.	-8
COC(=O)C1=C(c2ccc(F)cc2OCc2ccccc2)C[C@@H]2CC[C@H]1N2C(=O)NCc1ccc(C)cc1	0	1	1	-15	-5	-27	13
c1cncc(CNCCN2CCNCC2)c1	3	2	3	-1	-166	-2	.
O=C(c1cc2cc(F)ccc2[nH]1)N1CCC2(CC1)OCCO2	1	21	3	12	2	10	0
O=c1[nH]c(=S)[nH]c(O)c1N=Nc1cccc(S(=O)(=O)N2CCOCC2)c1	-1	-3	-1	7	3	12	7
c1ccc2nc(N3CCNCC3)ccc2c1	-2&-3	-1&6	-3&-8	3&-1	-3&-14	2&-10	8
Nc1ccccc1N=Cc1c(O)n(CCC2=CCCCC2)c(=O)[nH]c1=O	.	32	.	-5	.	11	.
COC(=O)C1=C(c2ccc(F)cc2OCc2ccccc2)C[C@@H]2CC[C@H]1N2C(=O)NCCOc1ccc(OC)cc1	12	-5	-2	3	0	-13	5
CCOc1ccc2oc(C(=O)NN3C(C)CCCC3C)c(C)c2c1 (stereo not given)	-3	.	.	-12	0	.	-6
C[C@@H]1CN([C@H](C)CO)C(=O)CCCn2nncc2CO[C@@H]1CN(C)C(=O)Oc1cccc2ccccc12	-3&16&-20	2&7&2	-4&0&-7	3&16	-3&2&-1	7&20&-5	-41&15
CN(C)C(=O)Oc1ccc2c(c1)O/C(=C\c1cccc([N+](=O)[O-])c1)C2=O	-1	9	-2	-3	-1	18	0
CCc1ccc(-c2nn(Cc3ccccc3)cc2C=O)cc1	1	67*	-10	-1	-1	-6	-114
S=P1(Oc2ccccc2)Nc2ccccc2N1	2	2	.	-9	6	-1	-9
CN1C(=O)/C(=C\c2ccc(N3CCCCC3)o2)C(=O)NC1=S	.	21	.	4	.	12	.
Cc1cc(/C=C2\C(=O)NC(=S)N(C)C2=O)c(C)n1C1CCCCC1	.	4	.	2	.	5	13
O=c1cccc2n1CC1CC2CN(c2nc(N3CCCCC3)nc(N3CCCCC3)n2)C1 (stereo not given)	2	.	-1	1	10	.	7
CC1(C)NC(=S)C(C)(C)N1N=O	-4	0	.	1	0	3	-6
CCCCOc1ccc(CN2CCN(CCO)CC2)cc1	.	23	.	3	.	-23	.
OCC1CO1 (stereo not given)	-2	-3	.	.	-3	5	6
CN1c2ccc(Br)cc2[C@H]2NCC[C@H]2[C@H]1CO	19	-1&-2	-3&-6	-5	-4	18&6	10
CC(C)n1cc(C(=O)N(CC(=O)NC2CCCC2)Cc2ccccc2)cn1	.	5	.	5	.	2	.
O=c1[nH]c(=O)n(Cc2ccc(F)cc2)c(O)c1C=NCCCO	.	-8	.	-2	.	3	.
Oc1c(Br)cc(Br)cc1Br	-3	-5	.	.	-2	0	1
CN(C)C(=O)Oc1ccc2oc(=O)cc(-c3cc4ccccc4o3)c2c1	-2	-4	1	17	1	0	-2
CCCN1CCc2cc(O)cc3c2[C@H]1Cc1ccc(O)c(O)c1-3	4	2	2	-6	6	5	0
O=C(c1cn(Cc2ccccc2F)c2ncccc12)C(F)(F)F	2	-7	-5	-5	-2	-1	-12
C=CCN1CC[C@]23c4c5ccc(O)c4OC2C(O)C=CC3[C@H]1C5 (stereo not given in full)	3	-1	.	.	2	-1	-10
C[C@]12CCC3C(CC[C@H]4C[C@@H](O)CC[C@]34C)C1[C@H]1CN=N[C@H]1[C@@H]2O (stereo not given in full)	-4	.	-2	1	-1	.	27
CC1CCN(CC(=O)c2cccc(C(F)(F)F)c2)CC1	-2	-2	8	-2	-3	0	8
Other entries.
SMILES	S100A4 MyoIIA	esBAF inh	SIRT5 block	FN deposition inh	CASP6 VEID inh	Statin myotox sup	LGR2 antag
COC(=O)C1=C(c2cccc(C#N)c2)C[C@@H]2CC[C@H]1N2C(=O)NCCOc1ccccc1	-3	-5	.	6	-2	14	-11
O=c1[nH]c(=O)n(CCC2=CCCCC2)c(O)c1C=Nc1cccc(F)c1	.	15	.	2	.	-10	.
Cc1cc(N2CCOCC2)ccc1/C=C1\C(=O)NC(=O)N(c2ccccc2)C1=O	-57	.	3	14	4	.	6
COc1cccc(C(c2nnnn2C(C)(C)C)N2CCC3(CC2)C(=O)NCN3c2ccccc2)c1OC (stereo not given)	-3	1	1	2	3	4	45
COc1cc2c(cc1OC)C13CCN4CC5=CCOC6CC(=O)N2C1C6C5CC43 (stereo not given) (tested in a mixture with another compound)	2	-2	-1	.	5	1	1
COC(=O)C1=C(c2ccc(OC)c(OC)c2)C[C@@H]2CC[C@H]1N2C(=O)NC(C)C	-7	2	-7	0	-1	9	-2
CN1C[C@@H]2C[C@@H](c3cccn3-c3ccccn3)N3CCC[C@@]23C1=O	12	-3	-3	-2	0	-2	21
Cc1ccc2c(c1)C1CN(C)CCC1N2C(=O)c1ccc(Br)o1 (stereo not given)	.	8	.	.	.	2	-5
COC(=O)C1=C(c2cccc(OCc3ccccc3)c2)C[C@@H]2CC[C@H]1N2C(=O)NCc1ccccc1	9	22	-2	-11	1	14	2
O=C(O)C1(Br)CC12c1ccccc1-c1ccccc12 (stereo not given)	-5	.	-4	.	0	.	2
O=C1C2CCCN2C(c2cccnc2)N1c1cccc(Cl)c1 (stereo not given)	-9	2	2	-8	1	52	.
CCNC(=O)NC(=O)C(C)OC(=O)c1c(C)nn(Cc2ccccc2)c1Cl (stereo not given)	1	.	-1	-2	0	.	1
C[C@H]1CN([C@@H](C)CO)C(=O)CCCn2nncc2CO[C@@H]1CN(C)C(=O)Oc1cccc2ccccc12	13	-3	-34	2	3	20	3
CN1C(=O)N(C)C(=O)C2(Cc3cc([N+](=O)[O-])ccc3N3CCN(C(=O)c4ccccc4)CC32)C1=O (stereo not given)	-3	-1	1	-1	3	-4	-18
COc1ccc(N2C(=O)NC(=O)/C(=C/c3cccc(OC(=O)c4cccs4)c3)C2=O)cc1Cl	-12	.	-2	-5	5	.	-5
C[C@]12CC[C@@H](O)CC1=CCC1C2CC[C@@]2(C)C1CC[C@@H]2N (stereo not given in full)	-1	-1	-1	-4	-4	0	-7

Entries of single compounds from above. Screens in order: S100A4 MyoIIA, esBAF inh, SIRT5 block, FN deposition inh, CASP6 VEID inh, Statin myotox sup, LGR2 antag
N/C(=N\[N+](=O)[O-])N1CCN(C(=O)Oc2ccccc2)CC1 in the list: -5, -5, -4, 10, -2, 8, 7
O=C(Cc1ccccn1)N1CCCCN2[C@H](C1)[C@H](c1ccc(-c3ccccc3)cc1)[C@@H]2CO in the list: 8, ., -3, ., 1, ., 13
O=c1[nH]c(=O)n(Cc2ccc(F)cc2)c(O)c1C=NCCCO in the list: ., -8, ., -2, ., 3, .
COC(=O)C1=C(c2ccc(OC)c(OC)c2)C[C@@H]2CC[C@H]1N2C(=O)NC(C)C in the list: -7, 2, -7, 0, -1, 9, -2
CC1(C)NC(=S)C(C)(C)N1N=O in the list: -4, 0, ., 1, 0, 3, -6

As entered above:
C[C@H]1CN([C@@H](C)CO)C(=O)CCCn2nncc2CO[C@@H]1CN(C)C(=O)Oc1cccc2ccccc12 – S100A4 MyoIIA = 13
CN1C(=O)N(C)C(=O)C2(Cc3cc([N+](=O)[O-])ccc3N3CCN(C(=O)c4ccccc4)CC32)C1=O (stereo not given) – S100A4 MyoIIA = -3
